# Bioassay records from PubChem.
# a7 integrin act: activates integrin-mediated alleviation for muscular dystrophy | alpha7betagal myoblasts, beta-gal FDG fluorescence, 48 h | Potency, µM (highest dose often 38.3 µM), inactives show top-dose activation, hits mostly activators | actives 0.064% (n = 350,000);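 also: potency is read from the fitted curve at half-maximal effect; 100% = response of the positive control SU9516; nearly all actives have a fitted effect of over 60% in size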
#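 alpha7betagal+/- myoblasts (passage 13, 250/well) treated 48 h at 37C with compounds at 1:260 dilution of DMSO stock. Lysed, then beta-galactosidase activity read as FDG fluorescence (ex 480/em 540) after 30 min, with pre-read for autofluorescence.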
# MBNL1-CUG inh: MBNL1-poly(CUG) RNA binding inhibition; AID 2675; TR-FRET MBNL1-His/biotin-(CUG)12 binding, 665/545 ratio; Q9NR56; Potency, µM (titrated, usually from 57.5 µM), for the others: at the highest dose activity change, negative = inhibition, usual class: inhibitors; actives 0.036% (n = 280,000); active = well fitted inhibition curve with a large enough effect in the signal ratio, with a control signal flat, not every such curve was filed as active; inconclusive = small, poorly fitted or top-dose-only effect, or effect the other way, or a change in a side signal; inactive = no such curve, though single readings can be large or run the other way; the % refers to the signal ratio; also: potency is read from the fitted curve at half-maximal effect; % is scaled to controls: 0 for no effect and ±100 for the full control effect
# Target sequence (Q9NR56 whole entry, looked up): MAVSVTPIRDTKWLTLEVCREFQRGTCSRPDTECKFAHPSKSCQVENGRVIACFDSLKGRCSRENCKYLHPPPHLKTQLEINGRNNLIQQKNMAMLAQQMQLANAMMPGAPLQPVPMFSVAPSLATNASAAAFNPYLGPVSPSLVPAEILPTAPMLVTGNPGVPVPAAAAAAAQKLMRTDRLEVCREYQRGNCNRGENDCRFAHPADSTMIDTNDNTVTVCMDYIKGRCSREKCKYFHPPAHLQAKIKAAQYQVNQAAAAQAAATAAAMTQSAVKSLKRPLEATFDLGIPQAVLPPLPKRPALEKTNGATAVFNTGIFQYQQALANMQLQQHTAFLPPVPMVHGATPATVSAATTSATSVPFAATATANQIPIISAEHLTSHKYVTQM
#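 Compound titration spanned 92 nM–58 uM against the MBNL1-His/biotin-(CUG)12 complex. After 60 min at room temperature with 5 nM streptavidin-XL665 and 0.055 ng/ul terbium anti-His, ratiometric 665/545 nm emission (Ex 340 nm) normalized to controls.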
# Mito fusion yeast: inhibitors of mitochondrial division or activators of mitochondrial fusion; S. cerevisiae fusion-defective mutant growth rescue, CellTiterGlo 48 h; Potency, µM (titrated, usually from 46.1 µM), inactives show at the top dose growth rescue (activation), most hits filed as activators; actives 0.23% (n = 320,000);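 also: potency is read from the fitted curve at half-maximal effect; % of control where 0% means no effect; nearly all actives have a fitted effect of over 45% in size; temperature-sensitive fusion mutants such as fzo1-1 at 37 °C on non-fermentable ethanol glycerol medium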
#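 S. cerevisiae fusion-defective temperature-sensitive mutants (e.g. fzo1-1, mgm1-5) grown 48 h at 37C in YPEG (ethanol/glycerol non-fermentable) medium with 23 nl compound per well; growth rescue read as CellTiterGlo luminescence.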
# CXXC DNA block: inhibitors of human MLL CXXC domain-DNA interaction; Q03164; MLL-CXXC / FITC-HOXA9 DNA fluorescence polarization; Potency, µM (doses to about 115 µM), for the others: top-dose activity change, negative = inhibition, hits mostly inhibitors; actives 0.037% (n = 290,000); active = well fitted inhibition curve with a large enough effect in the polarisation, with a control signal flat, not every such curve was filed as active; inconclusive = small, poorly fitted or top-dose-only effect, or effect the other way, or a change in a side signal; inactive = no such curve, though single readings can be large or run the other way; the % refers to the polarisation; also: potency is read from the fitted curve at half-maximal effect
#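 Fluorescence polarization: 7 uM MLL-CXXC (stock) preincubated 5 min with compounds, then 50 nM fluorescein-HOX-A9 DNA (stock) added; 30 min ambient. Buffer 50 mM Tris-HCl pH 7.5, 50 mM NaCl, 1 mM DTT, 0.05% BSA.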
# A-T KAP1 phos: potential ataxia-telangiectasia treatments restoring KAP-1 phosphorylation | Potency, µM (top dose mostly 57.5 µM), for inactives: at the top dose activation, hits mostly activators | […] A-T fibroblasts, KAP-1 phosphorylation AlphaLISA; neocarzinostatin DNA damage 30 min before lysis | actives 0.19% (n = 320,000); also: potency is read from the fitted curve at half-maximal effect; % of control where 0% means no effect; nearly all actives have a fitted effect of over 45% in size
#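 hTERT-immortalized A-T patient fibroblasts ([…]), 500 cells/well in OPTI-MEM, 1% FBS, got compounds for 60 min, then NCS for 30 min at 37C. Lysates were then assayed for phospho-KAP-1 by AlphaLISA (anti-pKAP1 donor, anti-KAP1 acceptor beads), 6 hr at 25C.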
# TCR act: activators of T cell receptors. primary human leukocytes, anti-CD3, IL-2 HTRF, 48 h. Potency, µM (series often up to 9.22 µM), for inactives: top-dose activation of IL-2 secretion, actives largely listed as activators. 330,000 tested, under 10 active; also: % of control where 0% means no effect
#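 Using a-CD3 beads without co-stimulation, primary human leukocytes were exposed to compounds for 48 hr. An HTRF IL-2 kit measured the cytokine, with europium-to-d2 energy transfer producing emission at 665nm upon 320nm excitation.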
# S-ASM inh: inhibitors of human secretory acid sphingomyelinase; actives 0.006% (n = 340,000); Potency, µM (titrated, usually from 57.5 µM), for inactives: at the top dose activity change, negative = inhibition, actives largely listed as inhibitors; placental ASM, HMU-PC fluorogenic substrate, 60 min; P17405; also: potency is read from the fitted curve at half-maximal effect
#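 qHTS format. ASM enzyme prepared from human placenta hydrolyses the fluorogenic substrate HMU-PC0 (9 uM final) over 60 min at 37 °C after a 10 min compound preincubation.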
# PTAP TSG101 blk: blocks PTAP/TSG101 interaction to inhibit HIV-1 budding; Q99816; Fluorescence polarization, FITC-PTAP peptide / Tsg101 binding; Potency, µM (top dose mostly 115 µM), without a hit: at the highest dose activity change, negative = inhibition, most hits filed as inhibitors; 340,000 tested, under 10 active; AID 493005; active = well fitted inhibition curve with a large enough effect in the main read-out, with a control signal flat, not every such curve was filed as active; inconclusive = small, poorly fitted or top-dose-only effect, or effect the other way, or a change in a side signal; inactive = no such curve, though single readings can be large or run the other way; also: potency is read from the fitted curve at half-maximal effect; % of control where 0% means no effect
#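 FP read-out: FITC-PTAP peptide, 50 nM final, binding Tsg101 binding domain, 10 uM final; 20 min, r.t.; 10 mM HEPES pH 7.5, 0.15 M NaCl, 0.01% Tween 20, 3 mM EDTA, 0.1 mM TCEP.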
# Menin MLL FP TR: menin-MLL binding inhibition, Texas Red mutant peptide. O00255. AID 1768. Potency, µM (titrated, usually from 61.6 µM), for the others: at the top dose FP activity change, negative = inhibition, hits mostly inhibitors. Menin + Texas Red MLL mutant peptide, fluorescence polarization. actives 0.23% (n = 270,000); active = well fitted inhibition curve with a large enough effect in the polarisation, with a control signal flat, not every such curve was filed as active; inconclusive = small, poorly fitted or top-dose-only effect, or effect the other way, or a change in a side signal; inactive = no such curve, though single readings can be large or run the other way; the % refers to the polarisation; also: potency is read from the fitted curve at half-maximal effect; % of control where 0% means no effect; many of its hits are not listed in these tables
# Target sequence (O00255 whole entry, looked up): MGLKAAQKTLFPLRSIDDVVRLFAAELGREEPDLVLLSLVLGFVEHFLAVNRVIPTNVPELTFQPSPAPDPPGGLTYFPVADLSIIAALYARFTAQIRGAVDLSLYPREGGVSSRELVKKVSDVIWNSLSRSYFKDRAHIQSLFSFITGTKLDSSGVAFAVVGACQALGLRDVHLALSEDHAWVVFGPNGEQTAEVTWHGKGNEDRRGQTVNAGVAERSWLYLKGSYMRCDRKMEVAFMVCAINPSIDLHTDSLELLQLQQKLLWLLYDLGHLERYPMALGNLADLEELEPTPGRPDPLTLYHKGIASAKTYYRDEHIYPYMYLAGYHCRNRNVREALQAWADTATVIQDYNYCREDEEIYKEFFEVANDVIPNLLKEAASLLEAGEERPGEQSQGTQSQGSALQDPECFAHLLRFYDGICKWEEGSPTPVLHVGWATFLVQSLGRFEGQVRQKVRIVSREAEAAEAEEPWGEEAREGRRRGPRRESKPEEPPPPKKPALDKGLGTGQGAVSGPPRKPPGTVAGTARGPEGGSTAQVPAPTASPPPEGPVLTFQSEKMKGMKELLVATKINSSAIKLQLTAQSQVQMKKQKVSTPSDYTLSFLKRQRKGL
# TSHR antagonist: antagonists of human thyroid stimulating hormone receptor | P16473 | TSHR-expressing cells, TSH-stimulated cAMP HTRF, 2 h; hits give low values | activity change, negative = inhibition, % at 11.5 µM | actives 0.2% (n = 330,000);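 active = activity change below a set negative limit, meaning inhibition stronger than a set level, cut at about -70% in these data; inconclusive = activity change between two set negative limits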; also: % is scaled to controls: 0 for no effect and ±100 for the full control effect
#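 Inhibition of cAMP made by TSHR-expressing cells under TSH stimulation (4nM final, EC80; 2 h, 37 deg C) is quantified with a one-step lysis HTRF kit, anti-cAMP cryptate versus cAMP-d2.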
# * marks the source's active call; other numbers are inactive results; ? = inconclusive; · = not tested or not shown; [ ] = remark or other dose. Unless noted, calls follow the shape of the dose curve; as a rule, active = well fitted curve in the direction sought with a large enough effect; inconclusive = small, poorly fitted or top-dose-only effect, or another doubt; inactive = no such curve, though single readings can be large; an effect the other way counts as inactive or inconclusive. Not all compounds are listed; the hit share may differ from the screen's.
SMILES,a7 integrin act,MBNL1-CUG inh,Mito fusion yeast,CXXC DNA block,A-T KAP1 phos,TCR act,S-ASM inh,PTAP TSG101 blk,Menin MLL FP TR,TSHR antagonist
CCCCn1c(=O)c(C=Nc2ccc(Cl)cc2)c(O)n(Cc2ccco2)c1=O,-0.5%,5.6%,18.4%,-3.4%,3.3%,10.5%[46.1 µM],16.7%,2.6%,-17.9%,-2.9
Cc1cc(NC(=O)c2noc3c2CCCCC3)no1,23.4%,1.2%,3.3%,-22.0%,1.3%,5.2%,8.1%,0.0%,?,1.7
O=[N+]([O-])c1oc2ccc3ccccc3c2c1CCO,-45.9%[inhibitor],·,·,·,·,0.6%,-6.2%,-3.1%,·,·
O=C(c1ccc(CS(=O)(=O)c2ccc(Br)cc2)o1)N1CCC2(CC1)OCCO2,13.5%,-4.7%,1.4%,0.8%,2.7%,-0.5%,1.6%,0.1%,-8.4%,-6.0
O=C1NC(=O)N(c2ccccc2)C(=O)/C1=C/c1ccc(Sc2ccccc2)o1,-58.8%[inhibitor],-4.6%,10.8%,2.7%,6.4%,5.6%,1.2%,-3.9%,?,29.2
COc1ccc(Sc2cnn(-c3ccccc3)c(=O)c2Cl)cc1,-56.7%[inhibitor],66.4%[activator],3.0%,4.9%,3.5%,8.2%,-10.0%,-10.8%,-15.2%,-3.7
CN1C(=O)C(Cc2ccccc2)C(=O)N(C)C1=O,-3.5%,·,·,·,·,5.0%,3.5%,-2.0%,·,·
COc1ccc(N2C(=O)NC(=O)/C(=C\c3ccc([N+](=O)[O-])s3)C2=O)cc1,1.8%,?,3.8%,-3.9%,3.8%,-5.6%,-24.1%,-5.1%,?,10.1
CCOC(=O)c1[nH]c(=O)c2ccccc2c1O,-11.1%,?,1.0%,-3.0%,3.6%,0.1%[46.1 µM],2.3%,0.5%,-22.0%,53.6
CC1=CC2OC3CC4OC(=O)C=CC=CC(=O)OCCC(C)C(O)C(=O)OCC2(CC1O)C4(C)C31CO1 (centres undefined),?,·,·,·,·,-1.9%,1.5%,0.4%,·,·
CC1=C2C(=O)C3C(CC=C4CC(OC5OC(O)C(O)C(O)C5CO)CCC43C)C2CCC12OC1CC(C)CNC1C2C (centres undefined),4.3%,-4.8%,-23.8%,-6.3%,-1.1%,-0.8%,6.1%,-2.7%,·,2.7
O=c1[nH]c(=O)n(Cc2ccccc2)c(O)c1/C=C1\C=Nc2ccccc21,29.6%,-3.2%,0.7%,?,-22.8%,-5.5%,-7.4%,-6.2%,?,14.1
N#C[C@H](O[C@@H]1O[C@H](CO[C@@H]2O[C@H](CO)[C@@H](O)[C@H](O)[C@H]2O)[C@@H](O)[C@H](O)[C@H]1O)c1ccccc1,24.3%,·,·,·,0.8%,-3.6%,7.6%,-1.0%,·,16.3
CCN1CCN(CC(c2ccccc2)c2ccccc2)CC1,-14.2%,0.0%,-1.9%,15.6%,-5.6%,·,-0.4%,-1.0%,-7.6%,22.6
O=[N+]([O-])c1ccccc1CNCCc1ccc(F)cc1,0.0%,?,-4.8%,?,-2.6%,4.4%,-1.3%,2.5%,-0.9%,5.7
CC(=O)Nc1ccc(S(=O)(=O)N(C)CCOCc2ccccc2)cc1,-48.3%[inhibitor],0.9%,0.9%,2.0%,3.8%,-3.0%,4.5%,-0.1%,-2.3%,10.6
O=c1c2ccccc2nc(-c2ccccc2)n1-c1ccncc1,11.3%,-6.3%,-2.2%,9.0%,17.7%,1.5%,2.0%,-22.8%,-12.8%,3.6
COCCN(Cc1ccccc1)P(=O)(O)c1ccccc1OCC(=O)O,10.3%,-3.5%,0.2%,-1.1%,·,0.0%,?,-4.2%,-11.7%,·
CN(C)C1=C(C#N)C(c2ccccc2)=NP(N(C)C)(N(C)C)=N1,-16.1%,-2.5%,-1.6%,-1.3%,-4.8%,·,4.7%,-2.4%,0.4%,14.6
CCc1cc(=O)oc2c(C)c(OCC(=O)N3C[C@H]4C[C@@H](C3)c3cccc(=O)n3C4)ccc12,19.2%,4.5%,2.5%,0.1%,1.1%,-1.8%,-2.7%,-0.5%,-14.1%,-6.3
COC(=O)C1=C(c2ccc(S(C)(=O)=O)cc2)C[C@@H]2CC[C@H]1N2C(=O)NCCCOC(C)C,5.5%,·,·,·,·,10.5%,3.9%,-0.6%,·,·
O=C1NC(=O)[C@]2(Cc3ccccc3N3CCN(c4ccccc4)CC32)C(=O)N1Cc1ccccc1 (some centres undefined),-24.9%,7.5%,1.2%,-1.9%,-5.4%,-5.0%,-11.0%,-5.9%,?,-9.3
c1ccc2c(c1)CN1CCCC1=N2,19.4%,0.2%,4.6%,-15.0%,5.7%,1.7%,2.1%,1.4%,?,-2.9
CC[C@@H](O)C[C@H]1CCC[C@@]2(C[C@@H]3OC(=O)/C=C/[C@@](C)(O)[C@@H](O)[C@H](C)[C@@H](O)[C@H](OC4CCC(N(C)C)C(C)O4)[C@@H](O)[C@](C)(O)CCCCC/C=C/[C@@H]4CC(C)(C)O[C@@]4(O)C[C@H](O2)[C@H]3C)O1 (some centres undefined),-54.2%,·,·,·,·,-1.9%,-1.2%,-3.4%,·,·
CCCNC(=O)N1[C@H]2CC[C@@H]1C(C(=O)OC)=C(c1cccc(OC)c1OC)C2,25.4%,·,·,·,·,-0.5%,-5.9%,-4.1%,·,·
CCN(CC)c1ccc(N=Cc2c(O)n(-c3ccc(Cl)cc3)c(=O)[nH]c2=O)cc1,-19.2%,1.6%,-0.5%,?,3.8%,3.1%,-7.4%,?,-8.9%,16.2
CCC(CO)Nc1ccc([N+](=O)[O-])c2cccnc12 (centres undefined),-19.8%,?,-0.8%,10.5%,-0.5%,0.7%,-19.3%,-4.3%,3.7%,-1.5
O=C(O)CCC(=O)NNC(=O)COc1ccc2ccccc2c1Br,14.1%,58.6%[activator],-2.5%,-6.7%,4.6%,-8.1%,-1.9%,-12.9%,6.6%,-7.8
COc1ccc(CCNC2CCCCC2)cc1OC,-6.4%,-2.1%,-5.5%,1.9%,0.5%,9.6%,-2.2%,-1.4%,0.3%,9.0
CCOP(=O)(OCC)C(O)c1ccc(OC)c(OC)c1 (centres undefined),7.7%,-3.6%,-1.9%,2.4%,2.7%,-0.4%,1.5%,-3.8%,8.5%,-7.9
CC(=O)N1CCC(N2CCCC(C(=O)c3cccc(Cl)c3)C2)CC1 (centres undefined),-0.4%,-3.1%,?,-7.6%,-3.5%,2.7%,2.9%,-4.0%,-11.8%,-4.0
Cn1c(=O)c2c(nc(-c3ccc(N(CCCl)CCCl)cc3)n2C)n(C)c1=O,8.6%,·,·,·,·,4.5%,455.0%[activator],-5.4%,·,·
CN1C(=O)C(Cc2ccc3c(c2)OCO3)C(=O)N(C)C1=O,·,1.6%,5.8%,10.9%,6.7%,·,·,·,24.1%,-19.3
CCCCn1c(=O)c(C(=O)Nc2ncccc2C)c(O)c2ccccc21,-1.1%,-11.6%,-3.1%,-19.6%,-0.8%,-4.0%,-6.5%,-1.3%,-16.0%,2.4
CC(=O)Nc1ccc(N=Cc2c(O)n(Cc3ccco3)c(=O)[nH]c2=O)cc1,8.0%,-4.2%,0.2%,6.2%,3.3%,-5.6%,21.4%,0.9%,·,-3.0
CCOc1ccc(/C=C2/C(=O)NC(=O)N(CCc3ccc(F)cc3)C2=O)cc1,26.3%,-11.1%,-7.1%,-7.2%,-8.7%,-4.3%[46.1 µM],-2.3%,-5.1%,21.4%,10.2
COC(=O)C1=C(c2ccc(F)cc2OCc2ccccc2)C[C@@H]2CC[C@H]1N2C(=O)NCc1ccc(OC)cc1,-31.2%,·,?,·,4.7%,0.0%,-0.9%,-0.5%,·,4.9
Cc1ccc2c(c1)NP(=S)(Oc1ccccc1)N2 (centres undefined),-0.6%,·,·,·,·,2.1%,-1.1%,2.7%,·,·
CCn1c(O)c(N=Nc2ccc(S(=O)(=O)N3CCOCC3)cc2)c(=O)n(CC)c1=S,-21.9%,?,1.6%,-18.3%,-19.2%,1.1%,-17.2%,-11.0%,·,16.5
Cc1cc(Br)ccc1N1C(=O)CC(=O)NC1=O,2.2%,-2.1%,0.3%,-3.8%,-2.0%,-4.0%,-1.8%,-2.1%,16.0%,0.2
